# Screens: PubChem, The Scripps Research Institute Molecular Screening Center
# ADAM10 inh: inhibits human ADAM10; recombinant ADAM10, EDANS/DABCYL FRET peptide cleavage, 3 h; inhibition, % at 7 µM; O14672; AID 720582; hit rate 0.62% among 370,000;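 active = inhibition above a per-campaign cutoff equal to the mean of compounds falling between control-based bounds plus 3 SD, cut at about 20% in these data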;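 note: 0% = DMSO wells while the 100% control is not disclosed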
# Target sequence (O14672 214-748 limits assumed): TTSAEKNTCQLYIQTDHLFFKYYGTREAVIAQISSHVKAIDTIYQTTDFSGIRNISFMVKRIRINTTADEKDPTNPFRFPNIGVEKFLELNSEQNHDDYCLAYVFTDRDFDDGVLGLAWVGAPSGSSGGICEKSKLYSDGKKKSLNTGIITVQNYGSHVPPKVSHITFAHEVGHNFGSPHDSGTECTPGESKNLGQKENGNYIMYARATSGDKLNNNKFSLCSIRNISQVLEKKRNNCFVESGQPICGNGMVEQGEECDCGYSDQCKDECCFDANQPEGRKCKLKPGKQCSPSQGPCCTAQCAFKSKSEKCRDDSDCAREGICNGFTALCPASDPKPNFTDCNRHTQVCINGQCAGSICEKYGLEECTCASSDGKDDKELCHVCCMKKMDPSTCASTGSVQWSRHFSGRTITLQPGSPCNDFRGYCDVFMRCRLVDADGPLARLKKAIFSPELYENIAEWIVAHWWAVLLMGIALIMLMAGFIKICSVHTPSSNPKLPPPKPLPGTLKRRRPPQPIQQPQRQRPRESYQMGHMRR
# ASAP1 GAP inh: inhibitors of human ASAP1 ArfGAP activity | Q9ULH1 | ASAP1-stimulated ARF1 GTP hydrolysis, GDP FP detection | inhibition, % at 16.5 µM | hit rate 0.19% among 360,000 | AID 624377; in the data active = inhibition above about 25%;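 note: 0% = vehicle with enzyme and substrate and 100% = no enzyme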
# Target sequence (Q9ULH1 325-724 limits assumed): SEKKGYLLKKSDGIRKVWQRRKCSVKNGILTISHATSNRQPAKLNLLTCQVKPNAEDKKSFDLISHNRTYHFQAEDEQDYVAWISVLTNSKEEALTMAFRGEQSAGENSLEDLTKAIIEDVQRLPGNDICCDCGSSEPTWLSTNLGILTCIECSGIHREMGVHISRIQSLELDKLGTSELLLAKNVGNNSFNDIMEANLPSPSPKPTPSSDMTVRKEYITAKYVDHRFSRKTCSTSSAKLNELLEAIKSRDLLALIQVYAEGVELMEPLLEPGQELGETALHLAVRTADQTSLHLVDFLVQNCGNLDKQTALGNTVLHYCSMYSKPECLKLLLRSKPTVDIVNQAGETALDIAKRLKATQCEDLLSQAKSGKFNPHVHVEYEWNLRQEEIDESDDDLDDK
# ADAM17 inh: inhibitors of human ADAM17; inhibition, % at 6.95 µM; recombinant ADAM17, EDANS/DABCYL FRET peptide cleavage; AID 720648; hit rate 0.83% among 370,000;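 active = inhibition above the mean of compounds lying between control limits plus 3 SD, set per campaign, cut at about 8.5% in these data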;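 note: 0% = DMSO-only wells as the low control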
# proKLK7 act: activators of human kallikrein-7 zymogen; purified proKLK7, EDANS-DABCYL substrate fluorescence; 100% is mature enzyme control, 0% vehicle; activation, % at 7 µM; hit rate 0.9% among 370,000; AID 652039;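 active = activation above the mean of all tested compounds plus 3 SD, computed per campaign excluding outliers beyond control limits, cut at about 13% in these data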
# ARFGAP1 inh: rat ARFGAP1 inhibition; Arfgap1-stimulated ARF1 GTP hydrolysis, GDP FP detection; inhibition, % at 16.5 µM; hit rate 0.26% among 360,000; AID 651572;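 active = inhibition above a per-plate limit, mean inhibition of low control wells plus 3 SD, cut at about 25% in these data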;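 note: 0% = DMSO wells with enzyme and 100% = wells lacking Arfgap1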
# Target sequence (Q62848 1-136 limits assumed): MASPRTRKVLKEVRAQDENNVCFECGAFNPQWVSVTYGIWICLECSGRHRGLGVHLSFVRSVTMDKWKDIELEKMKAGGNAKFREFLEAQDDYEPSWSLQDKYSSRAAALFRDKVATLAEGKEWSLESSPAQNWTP
#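 Material: rat Arfgap1 catalytic domain, aa 1-136; also added: human ARF1(Δ1-17)-GTP substrate; compound dosing: one concentration, 16.5 µM, DMSO 1.26%; incubation: GTP hydrolysis reaction 2 h at 25 °C; measured by: Tracer-displacement fluorescence polarization with EDTA stop, 620/688 nm; evaluation: % inhibition from polarization; repeats: one replicate per compound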
# DDE Tn7 FP inh: disrupts Tn7 cyclic peptide binding to fibrin D-Dimer-E complex; FP displacement of FITC-Tn7 peptide from fibrin DD(E); 0% = median of compound wells per plate; inhibition, % at 8.3 µM; hit rate 0.13% among 370,000;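 active = inhibition above the mean of compounds falling within the control limits plus 3 SD of them, cut at about 14% in these data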;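 note: 0% = plate median of compound wells and 100% = 10 µM Aha-Tn7 peptide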
#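 System: human fibrin DD(E); quantity: Fibrin-DD(E) at 2 µM final; also added: fluorescent Tn7 probe at 0.1 µM; compound dosing: single nominal test concentration of 8.3 µM per compound; schedule: 10 min preincubation, 3 h with tracer, room temperature; detection: fluorescence polarization of the labelled Tn7 tracer; repeats: one replicate per compound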
# PLCg1 inh: PLC-gamma1 (human) inhibition, primary screen. P19174. purified PLC-gamma1, fluorogenic substrate, fluorescence. inhibition, % at 12.2 µM. hit rate 0.84% among 370,000. AID 720700; in the data active = inhibition above about 9.5%
# LEDGF integ inh: blocks HIV-1 LEDGF/p75-dependent DNA integration; TR-FRET IN-LEDGF/p75 DNA integration, Eu/Cy5; inhibition, % at 3.7 µM; hit rate 0.64% among 370,000; AID 743269;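 active = inhibition above the screen-wide mean plus 3 SD, cut at about 13% in these data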;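 note: signal is the Cy5 over europium emission ratio at 671 and 618 nm; 0% = plate median of compound wells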
# DDE Tn6 FP inh: disrupts Tn6 cyclic peptide binding to fibrin D-Dimer-E complex | P02675 | Fibrin DD(E) TRITC-Tn6 fluorescence polarization displacement | inhibition, % at 8.3 µM | hit rate 0.21% among 370,000 | AID 720509;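 active = inhibition above a per-campaign cutoff: mean of compounds within control limits plus 3 SD, cut at about 15% in these data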;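 note: 0% = median of all compound wells on the plate and 100% = blocking peptide control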
# TDP2 inh: blocks human TDP2 phosphodiesterase activity. O95551. recombinant TDP2, T5PNP hydrolysis, p-nitrophenol absorbance 415 nm. inhibition, % at 12.8 µM. hit rate 0.34% among 370,000. AID 720702;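 active = inhibition above the mean of all tested compounds plus 3 SD, set per campaign, cut at about 25% in these data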;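 note: 0% = DMSO with enzyme and 100% = buffer with substrate but no TDP2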
#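 System – recombinant human TDP2 · Quantity – TDP2 enzyme at 120 nM final · Doses – single concentration, 12.8 µM nominal, with 1% DMSO · Incubation – 2 h at 37 °C · Measured by – epi absorbance of p-nitrophenol freed from T5PNP by hydrolysis · Read-out – % inhibition relative to enzyme-containing and enzyme-free wells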
# The depositor's hits bear a star. Outcome played no part in choosing rows (roughly 4.2% active in at least one column).
DDE Tn6 FP inh,TDP2 inh,ADAM17 inh,LEDGF integ inh,ARFGAP1 inh,DDE Tn7 FP inh,ASAP1 GAP inh,proKLK7 act,PLCg1 inh,ADAM10 inh,Compound
0,-20,12*,3,0,-8,-6,1.5,5,23*,COc1cccc(N(C(=O)Cn2nnc(-c3ccc(C)cc3)n2)C(C(=O)NC(C)(C)C)c2c[nH]c3ccccc23)c1 (configuration not stated)
-5,-6,4,0,4,-2,0,0.2,10*,12,CCn1c(=S)sc2c(=O)n(CC(=O)Nc3cccc(Cl)c3)c(C)nc21
-2,0,-5,0,-1,0,0,-0.1,0,-8,CSc1ccccc1OCc1cc(C(=O)NCCN2CCCC(O)C2)no1 (configuration not stated)
-5,-2,-3,3,8,4,-6,-0.6,-1,-4,CC(CN1CCCCC1)C(=O)NN (configuration not stated)
-2,4,-7,-1,-2,10,-1,-0.1,1,3,COC(=O)C(Cc1ccccc1)NC(=O)c1cc(S(=O)(=O)N(C)C)ccc1Cl (configuration not stated)
-8,-3,-1,0,4,-1,-14,-0.5,-1,1,CCN(CC)S(=O)(=O)c1ccc(OC)c(NC(=O)c2ccc3c(c2)OCO3)c1
0,-17,-7,6,7,-10,5,11,-113,-54,COc1cccc(C2c3[nH]c4ccccc4c3CCN2Cc2cccc(C)n2)c1 (configuration not stated)
1,11,1,5,-11,-4,5,-0.3,-1,-10,CCc1cccc(CC)c1NC(=O)CN1CCN(S(=O)(=O)c2ccccc2)CC1
8,8,-18,-6,1,-3,-16,-3.5,-92,-43,CN1C(=O)/C(=C/c2ccc(C(=O)NC3CCCC3)cc2)Oc2ccccc21
0,4,0,2,-12,-9,4,0.3,3,4,O=[N+]([O-])c1ccccc1OCC(O)CN1CCN(CC(O)COc2ccccc2[N+](=O)[O-])CC1 (configuration not stated)
-7,-6,-1,8,-10,1,5,0.2,6,12,Cc1ccccc1C(=O)NC(=S)NCc1cccnc1
2,-14,-4,-2,1,3,-1,-0.4,1,2,O=C(NNC1CC(=O)N(c2ccc(F)cc2)C1=O)c1cccnc1 (configuration not stated)
0,7,-7,-6,9,6,-9,-0.7,-3,-7,COc1ccc(NC(=O)CON=CC(=O)Nc2ccc(C)cc2)c(OC)c1
-7,0,2,4,10,-1,-7,-0.5,3,-4,CCOc1cc(C(=O)NC(=S)Nc2nc(C)cc(C)n2)cc(OCC)c1OCC
-14,-3,0,2,-5,0,10,0.0,3,2,Cc1csc(NC(=O)c2ccccc2)n1
-4,4,-4,-1,-2,4,1,0.1,-2,0,Cc1ccc2c(CSc3nc4ccccc4c(=O)n3CCCO)cc(=O)oc2c1C
-3,3,-8,0,-7,7,-2,-1.0,-2,-19,O=C(NCC(=O)N1CCCC(C(F)(F)F)C1)c1ccco1 (configuration not stated)
2,9,-2,-1,-8,-2,-8,-0.2,1,-4,Cc1ccccc1C(=O)NCC(=O)NNC(=O)CCN1CCN(c2ccccc2)CC1
-2,-1,-7,-3,-1,-2,-2,-0.5,1,-8,O=C(OCC(=O)N1CCc2ccccc21)c1ccccc1[N+](=O)[O-]
4,-4,-3,3,9,-3,3,0.7,2,2,CCOC(=O)CC(=O)NC(CC(=O)OC)c1ccc(C(C)C)cc1 (configuration not stated)

# The final 4 records of the section above come first, to join the parts.
DDE Tn6 FP inh,TDP2 inh,ADAM17 inh,LEDGF integ inh,ARFGAP1 inh,DDE Tn7 FP inh,ASAP1 GAP inh,proKLK7 act,PLCg1 inh,ADAM10 inh,Compound
-3,3,-8,0,-7,7,-2,-1.0,-2,-19,O=C(NCC(=O)N1CCCC(C(F)(F)F)C1)c1ccco1 (configuration not stated)
2,9,-2,-1,-8,-2,-8,-0.2,1,-4,Cc1ccccc1C(=O)NCC(=O)NNC(=O)CCN1CCN(c2ccccc2)CC1
-2,-1,-7,-3,-1,-2,-2,-0.5,1,-8,O=C(OCC(=O)N1CCc2ccccc21)c1ccccc1[N+](=O)[O-]
4,-4,-3,3,9,-3,3,0.7,2,2,CCOC(=O)CC(=O)NC(CC(=O)OC)c1ccc(C(C)C)cc1 (configuration not stated)
0,-3,-18,-1,0,-4,-7,0.1,-14,-44,COC(=O)C1CCN(C(=O)c2cc(=O)[nH]c3ccccc23)CC1
5,-4,-1,0,-4,5,2,0.5,5,-3,CON(C)S(=O)(=O)c1cccc(C(=O)Nc2cccc(S(=O)(=O)NC3=NCCCCC3)c2)c1
2,-9,-1,-1,-15,1,3,0.0,0,3,CC(=O)Nc1ccc(C(=O)NNC(=O)c2cccs2)cc1
1,5,-1,2,4,-1,-1,-0.1,0,-7,O=C(Cn1c2[n+](c3ccc(C(F)(F)F)cc31)CCCCC2)c1ccc2c(c1)OCCO2
1,-8,-5,0,0,3,0,0.3,2,-2,Cc1ccc(S(=O)(=O)N2CCN(C(=O)CCC(=O)N3CCc4ccccc43)CC2)cc1
0,-7,-3,-6,-5,5,-6,0.4,-3,-7,CNC(=S)NNC(=O)c1cccc(C(F)(F)F)c1
0,1,2,1,6,0,2,-0.4,2,4,CCOC(=O)c1cnn(-c2ccccc2)c1-c1ccccc1
4,4,-2,-3,4,2,-9,0.5,0,-1,O=C(Nc1ccc2c(c1)OCO2)c1noc2c1CCCCC2
-4,-5,-5,-1,-2,-9,-6,0.1,2,-2,CCC1=NN(C(=O)Cc2ccc([N+](=O)[O-])cc2)C(O)(C(F)(F)F)C1 (configuration not stated)
-1,-3,0,3,8,-2,0,0.0,-1,0,CC(=O)Nc1ccc(S(=O)(=O)N2CCC(N3CCCCC3)CC2)cc1
12,1,-1,0,10,3,10,-0.3,-3,0,Cc1cc(C)c(C(=O)N(C)C2CCCN(Cc3ccccc3F)C2)o1 (configuration not stated)
8,6,-2,56*,-10,0,-8,-0.3,3,-7,CCC(=O)Nc1cccc(NC(=O)c2ccccc2Cl)c1
2,3,0,-5,-7,2,-2,-0.1,0,-2,Cc1ccc(C(=O)O/N=C(\N)c2ccccc2)c(Cl)c1
1,-1,0,-2,-4,-1,-9,0.6,-4,-9,O=C(Nc1nccs1)C1CCCN(S(=O)(=O)c2cccc3cccnc23)C1 (configuration not stated)
-2,4,-4,-3,-2,5,-9,0.1,-1,0,Cc1ccc(NC(=O)c2ccc(C#CC3(O)CCCCC3)cc2)cc1C
-4,6,-3,-1,-1,4,13,0.4,0,-2,NC(=O)CCCn1c(C(=O)c2ccc(Cl)cc2)c2ccc(C(F)(F)F)cc2[n+]1[O-]
5,2,-1,-1,11,-1,-18,0.1,0,-3,COc1ccc(N=Cc2ccccc2O)cc1
-9,5,5,2,14,0,3,0.2,2,16,Cc1cc(C)nc(NC(=NCCc2c[nH]c3ccccc23)NC(=O)Nc2ccccc2)n1
2,4,0,-2,1,0,0,0.6,4,-11,COc1ccc(NC(=O)N(C)C[C@@H]2OCc3cnnn3CCCC(=O)N([C@@H](C)CO)C[C@H]2C)cc1
-2,-5,4,5,11,-7,18,0.5,1,3,Cc1ccccc1NC(=S)NC(=O)C1CCCCC1

DDE Tn6 FP inh,TDP2 inh,ADAM17 inh,LEDGF integ inh,ARFGAP1 inh,DDE Tn7 FP inh,ASAP1 GAP inh,proKLK7 act,PLCg1 inh,ADAM10 inh,Compound
7,11,-8,-1,-3,2,-13,0.3,-2,-6,CCn1cnc2c1c(=O)n(CC(=O)NCC(F)(F)F)c(=O)n2Cc1ccccc1
0,14,-4,2,2,-3,-13,0.3,0,6,O=C(NCCOC(=O)c1ccc(C(=O)OCCNC(=O)c2cccnc2)s1)c1cccnc1
-4,12,-3,0,2,-1,2,-0.7,-3,-6,O=C(O)C1CC(O)CN1c1nc(Cl)ccc1[N+](=O)[O-] (configuration not stated)
4,-2,1,3,-3,-1,-5,0.1,4,7,CN1C(=O)[C@@]2(O[C@H]3C=CC=CN3C3=C2C(=O)CCC3)c2cc([N+](=O)[O-])ccc21
3,6,-1,0,-11,-2,4,0.1,-1,-3,Cn1c(NCCOc2ccccc2Cl)nc2cc(-c3ccc(F)cc3)sc2c1=O
-6,6,0,-3,-10,0,5,-0.2,1,-18,Cc1ccc(NC(=O)COC(=O)c2cccnc2Cl)cc1S(=O)(=O)N1CCOCC1
2,0,-3,0,-14,10,-5,-0.1,-1,-6,COC[C@@H]1CCCN1c1ccc2c(c1)O[C@H](COCc1ccccc1)CN([C@H](C)c1ccccc1)S2(=O)=O
1,4,-2,0,4,2,-5,0.7,-1,0,COc1ccccc1C(c1nnnn1C1CCCC1)N1CCN2CCCC2C1 (configuration not stated)
-1,-5,0,6,-9,-4,3,0.4,7,1,CCNC(=O)C1Cc2ccccc2CN1S(=O)(=O)c1ccc(F)cc1 (configuration not stated)
0,8,1,0,-2,-6,4,0.2,1,1,O=C(NNC(=O)c1ccc(S(=O)(=O)N2CCOCC2)cc1)c1ccccc1
-5,1,-2,1,-1,3,9,0.7,3,-4,O=C(Nc1ccccc1[N+](=O)[O-])C1=C(O)CCn2c1nc1ccccc12
-3,-9,5,-4,2,-2,-2,0.1,4,0,CCC(C)(C)c1ccc(OCC(=O)N(C)C)c(C(C)(C)CC)c1
2,-6,3,1,-21,-5,8,0.1,3,-9,CCOc1ccc(NC(=O)COC(=O)CN2CCCCCC2=O)cc1
-1,-11,5,-2,7,7,-6,-0.1,7,13,Cc1ccccc1NC(=S)Nc1cccc([N+](=O)[O-])c1
1,-12,8,2,7,-1,3,0.2,2,4,C[C@H]1CN([C@@H](C)CO)C(=O)c2cccc(NC(=O)C3CC3)c2O[C@H]1CN(C)Cc1ccc(-c2ccccc2)cc1
-2,-1,-6,4,8,1,-8,0.1,4,2,O=C(NCc1cccs1)Nc1ccc(Cl)cc1
-4,-4,-2,0,7,-5,-6,0.2,-1,0,CCCCC(C(=O)O)C(C)CC(=O)Nc1ccn(-c2ccccc2)n1 (configuration not stated)
0,6,-5,-1,1,1,-6,0.4,3,-7,COc1ccc(S(=O)(=O)N2CCC(C(=O)NCC(=O)Nc3c(C)cccc3C)CC2)cc1OC
-5,-1,-1,-2,-1,-4,-20,0.6,-8,-4,COCCOc1cc2ncnc(N3CCC(C(=O)O)CC3)c2cc1OCCOC
1,-4,-3,1,-6,5,5,-0.8,1,-3,CC(C)(C)NC(=O)CCSc1nnc(-c2ccco2)o1
2,-13,0,2,6,-2,-6,-0.7,1,4,CC(=O)Nc1ccc(NC(=O)N2CCCCC2)cc1
-1,2,-4,1,-6,1,-13,-0.9,-2,-3,CCC12CN3CC(CC)(CN(C1)C3c1c(O)ccc3ccccc13)C2=O (configuration not stated)
